SKKanGAS inh – SKKanGAS growth inhibition. 300,000 compounds, 1.3% hits. AID 1662. S. pyogenes SKKanGAS, kanamycin growth, BacTiter-Glo, 6 h. inhibition, % at 7.5 µM;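 active = mean replicate score, as percent of positive control median, at least 50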;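 also: strain carries kanamycin resistance gene driven by streptokinase promoter and grows in 40 µg/ml kanamycin; loss of luminescence reflects streptokinase promoter inhibition or plain growth inhibition; 0% = median of DMSO wells and 100% = positive control at its reference dose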
HSF1 activator – increases HSF-1 driven luciferase reporter signal | NIH3T3-HGL HSF-1 luciferase reporter, MG132, 8 h; 100% = twice DMSO control signal | 300,000 compounds, 1.7% hits | activation, % at 9 µM;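 active = mean replicate activation of at least 50% with a set share of replicates each reaching 50%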;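 also: 0% = median of the neutral control wells and 100% = twice that signal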
HSP90 inh – inhibitors of HSP90 luciferase refolding in rabbit reticulocyte lysate | AID 1789 | inhibition, % at 5.6 µM | luciferase refolding luminescence, 3 h | 290,000 compounds, 0.91% hits;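 active = inhibition above the screen-wide mean plus 3 SD, computed separately per campaign, cut at about 16% in these data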;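 also: 0% = DMSO wells and 100% = 60 µM geldanamycin wells; inhibitors lower the luminescence because luciferase stays unfolded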
HIF act – HIF pathway transcriptional activation. U2OS HRE-luciferase reporter, luminescence; normalized: DMSO 0%, desferrioxamine 100%. 300,000 compounds, 0.32% hits. activation, % at 7.5 µM (by protocol);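 active = mean activation of at least 10% of the iron chelator positive control signal, with at least half of replicates also reaching 10%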
IEC-6 cytotox – kills IEC-6 intestinal cells in KLF5 counter-screen; IEC-6 cytotoxicity, luminescence viability; inhibition, % at 5 µM; 290,000 compounds, 0.78% hits; in the data active = inhibition above about 22%;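 also: 0% = plate median of test compound wells and 100% = cytotoxic reference compound wells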
KLF5 inhibitor – inhibitors of KLF5 expression; DLD-1 KLF5 promoter-luciferase reporter, luminescence; inhibition, % at 5 µM; 290,000 compounds, 0.23% hits; AID 1700;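 active = inhibition above a per-plate limit of that plate's mean compound inhibition plus 3 SD, cut at about 60% in these data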;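 also: 0% = DMSO wells and 100% = LY294002 at 200 µM; higher means less KLF5 promoter-driven luciferase light; inactives centre near -14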
AI-2 QS modul – Vibrio harveyi AI-2 quorum sensing modulation; Vibrio harveyi JMH597 AI-2 luminescence/OD600 ratio, 9 h; stronger effect = lower value; strain lacks LuxN and CqsS sensors; 0 = neutral-control median; activity change, % at 7.5 µM; AID 2094; 300,000 compounds, 0.4% hits; in the data active = activity change below about -75%, passing the limit was not always enough;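 also: luminescence divided by OD600 gain over 9 h not by final OD600 alone; inactives centre near 13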
Platelet DG rel – platelet dense granule release activity | human platelet-rich plasma, SFLLRN dense granule ATP release, luminescence | inhibition, %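 (compounds screened at 7.5 µM in platelet-rich plasma)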 | 300,000 compounds, 0.22% hits | AID 1663;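 active = mean replicate score, as percent of positive control, at or above 50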
HSF1 inhib – HSF1 inhibition; 300,000 compounds, 0.77% hits; NIH3T3-HGL HSE-luciferase, MG132-induced, luminescence 8 h; stronger effect = lower value; activity change, negative = inhibition, % at 7.5 µM (by protocol);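 active = more than half of replicate wells show activity change below -50%, luminescence cut by over half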;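 also: luciferase reports HSF-1 transcriptional activity via heat shock element; 0% = median of DMSO wells and -100% = zero luminescence signal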
aSyn 5UTR inh – MLPCN primary screen, SNCA 5' untranslated region. 300,000 compounds, 0.82% hits. inhibition, % (tested at 7.5 µM). alpha-synuclein 5'UTR reporter, inhibitor activity. AID 1813; in the data active = inhibition above about 60%;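 also: H4 neuroglioblastoma cells stably carrying SNCA 5'UTR luciferase fusion; 0% = DMSO wells and 100% = positive control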
Numbers without * were called inactive; nt = no result given.

SMILES | SKKanGAS inh | HSF1 activator | HSP90 inh | HIF act | IEC-6 cytotox | KLF5 inhibitor | AI-2 QS modul | Platelet DG rel | HSF1 inhib | aSyn 5UTR inh
Cc1nc2nc(SCC(=O)c3ccc([N+](=O)[O-])cc3)[nH]c2cc1Br | -3 | 21 | -1 | -0.1 | 12 | -1 | 46 | -4 | 11 | -6
CC(C)Sc1nnc(NC(=O)CCc2ccccc2)s1 | 7 | 21 | 1 | 0.6 | 7 | 1 | 11 | 18 | 10 | -31
Cc1cc(C)c2nc(C(F)(F)F)nc(N3CC(C)OC(C)C3)c2c1 (centres undefined) | 30 | -1 | 5 | 0.3 | -3 | -13 | 14 | 0 | 2 | 13
CC(C)C(=O)N=C1SC2CS(=O)(=O)CC2N1Cc1ccccc1 (centres undefined) | -3 | -2 | 5 | -0.8 | 12 | -3 | 18 | -4 | -7 | 7
CCOc1ccc(C2OC(=O)Cc3cc(OC)c(OC)cc32)cc1 (centres undefined) | -3 | 12 | -1 | 0.0 | -5 | 0 | 10 | 10 | -1 | 27
COc1ccc(C)cc1NC(=O)c1nnn(CCc2ccccc2)c1N | -7 | -4 | 0 | 0.3 | 0 | -26 | 0 | 23 | 7 | 6
Cc1cccc(-n2c(O)c(C=Nc3ccccc3N)c(=O)[nH]c2=O)c1 | 4 | 5 | 1 | 1.8 | 6 | -53 | 12 | -1 | 11 | -12
CC(C)CCn1c(N2CCCC2)nc2c1c(=O)n(C)c(=O)n2C | -2 | -5 | 2 | -1.6 | -1 | -38 | 17 | 2 | -6 | 12
CC1=NN(c2ccccc2)C(=O)/C1=C/C=C/c1ccccc1 | -1 | 10 | -3 | 0.7 | -2 | -2 | 27 | 19 | 6 | -50
O=C(NNC(=O)C1CC1c1ccccc1)Nc1ccccc1 (centres undefined) | 26 | 1 | 1 | -0.3 | 2 | -21 | 15 | 1 | -2 | 25
O=C(CSc1nc(=O)n(CCCN2CCOCC2)c2c1CCC2)Nc1cccc(F)c1 | 0 | 29 | nt | -0.6 | nt | nt | 2 | 6 | 10 | -1
O=C(N/N=C/c1ccc(Br)s1)c1cccs1 | 15 | 26 | -1 | 2.2 | 6 | -69 | 20 | 4 | 5 | -71
COC(=O)c1ccccc1CON1C(=O)C(C)(C)N(OCc2ccccc2C(=O)OC)C(=O)C1(C)C | -4 | -1 | -3 | -1.0 | -2 | -10 | 4 | 7 | 1 | 29
CCOC(=O)c1cnn(-c2ccccc2)c1NC(=O)c1ccc(C)cc1 | -3 | -3 | 3 | -0.4 | 2 | -28 | 34 | 3 | -9 | -13
CCC1(CC)C(=O)N(C)C(=O)NC1=Nc1ccccc1 | -5 | 2 | 0 | 0.6 | -6 | -25 | 1 | 2 | -1 | -4
COc1cccc2cc(C(C)=O)oc12 | -2 | 4 | 3 | -0.2 | -1 | -21 | 21 | 3 | 5 | -4
COc1ccnc(Oc2cccc(C(F)(F)F)c2)c1C(=O)N/C=N/OCc1ccccc1F | -16 | 13 | 0 | 0.2 | 2 | -19 | 16 | -7 | 10 | 1
COC(=O)[C@@H]1C[C@@]2(O)[C@H](O)[C@H](O)[C@H](O)C[C@H]2N1Cc1ccc(-c2ccccc2)cc1 | -3 | -8 | nt | 0.6 | nt | nt | 15 | -3 | 1 | -4
O=[N+]([O-])c1cc(CS(=O)(=O)Oc2ccc(Cl)cc2)c(O)c([N+](=O)[O-])c1 | 2 | -8 | nt | -0.5 | nt | nt | 30 | -20 | -6 | -17
COc1ccc(NC(=O)O/N=C/c2ccccc2Cl)cc1 | -15 | -2 | -2 | 0.7 | -3 | -49 | -45 | -6 | -10 | -51
CCC(C)N(C(=O)COC(=O)c1cc([N+](=O)[O-])ccc1N1CCOCC1)C1CCS(=O)(=O)C1 (centres undefined) | -5 | -11 | nt | -0.2 | nt | nt | 34 | -6 | -1 | 6
COc1ccc(S(=O)(=O)N2CCC(O)(c3ccc(Cl)cc3)CC2)cc1 | -2 | -2 | 0 | 0.0 | 6 | -4 | 13 | 3 | 2 | 28
CN1Cc2cc(C(=O)c3cc(Cl)cc(CSc4ncccn4)c3O)cnc2NC1=O | 50* | -18 | 8 | 1.1 | 73* | 75* | 10 | 17 | -7 | 79*
O=C(N/N=C/c1ccc(O)c(O)c1)c1ccc(CSc2cccc3cccnc23)cc1 | 5 | -4 | -3 | 0.2 | 5 | -36 | -7 | 3 | -3 | 5
CN(CC(=O)Nc1ccccc1F)Cc1cccs1 | 7 | -27 | 1 | 0.1 | 0 | -23 | 8 | 8 | -17 | -7
O=C(O)C1CC(=O)N(c2ccc(OCc3ccc(Cl)cc3Cl)cc2)C1 (centres undefined) | -2 | 11 | 4 | 0.0 | 3 | -52 | 13 | 11 | -9 | -15
O=C(O)C1CCCN1C(=O)Oc1ccccc1 (centres undefined) | 2 | 17 | -5 | 0.1 | -1 | -31 | 3 | 2 | 6 | 30
COc1cccc(/C=N/n2c(-c3cc(C)[nH]n3)n[nH]c2=S)c1 | 7 | 14 | 1 | 0.3 | -4 | -18 | 15 | 14 | 8 | -4
CCC(=O)N1CCN(c2ccccc2NC(=O)c2cccc(C)c2)CC1 | 0 | -2 | 0 | -0.2 | -8 | -15 | 40 | 5 | 4 | 9
CN(C(=O)CSc1nc2cc(C(=O)O)ccc2c(=O)n1Cc1ccccc1)C1CCS(=O)(=O)C1 (centres undefined) | -3 | 0 | -1 | -0.2 | -8 | -40 | 11 | -2 | -6 | -6
COc1cccc(CCC(=O)O)c1OC | 2 | -16 | -2 | -0.1 | -1 | -22 | 27 | 2 | -1 | 6
Cn1c(C(=O)NCc2ccccn2)cc2c(=O)n(C)c3ccccc3c21 | -9 | -32 | -3 | 0.0 | 3 | -12 | 25 | 2 | -12 | -10
COc1ccc(NC(=S)N(CCN2CCOCC2)Cc2cc3cc4c(cc3[nH]c2=O)OCO4)cc1 | 0 | 5 | 1 | -0.6 | 2 | -3 | -3 | 2 | -1 | 20
Cc1ccc(CSCCNS(C)(=O)=O)cc1 | 0 | 11 | 3 | 0.0 | -1 | -18 | 9 | 3 | 8 | 27
CCc1ccccc1NNC(=O)c1cc(C)on1 | -6 | 8 | 1 | 0.1 | -2 | -9 | 17 | -1 | -1 | 12
COc1ccc(CC(=O)Nc2c3c(nn2-c2cccc(Cl)c2)CS(=O)C3)cc1 (centres undefined) | -1 | -31 | 0 | 0.4 | 6 | -22 | 7 | 8 | -13 | 14
Cc1cccc2cc(CN(C(=O)c3cccc([N+](=O)[O-])c3)C(C)C)c(=O)[nH]c12 | 1 | -1 | 5 | -0.4 | 6 | 2 | 25 | 3 | 2 | 25
Cc1ccc(S(=O)(=O)N2CCOCC2)cc1NC(=O)CSc1nnnn1C | -2 | 3 | 5 | 0.3 | 5 | 5 | 6 | -5 | -6 | -16
O=C(CN(CC1CCCO1)C(=O)CCC(=O)Nc1ccccn1)NCc1ccccc1 (centres undefined) | -5 | 0 | -1 | 0.8 | 0 | 3 | 2 | -3 | -7 | 11
COc1ccc(NC(=O)c2sc(NC(=O)COc3ccccc3)nc2C)cc1 | 7 | 5 | -2 | 0.3 | 0 | 2 | 10 | 2 | -1 | -26
COC(CNC(=O)CNC(=S)N(Cc1ccccc1)Cc1cccnc1)OC | -5 | -9 | 0 | 0.2 | -8 | 0 | 21 | 6 | -4 | -10
O=C(NC(=S)NNC(=O)c1ccco1)c1ccc(F)cc1 | 45 | -12 | -4 | -0.1 | 7 | 3 | 33 | -3 | 1 | -2
Cc1ccc(OC(C)C(=O)N2CC(=O)Nc3ccccc32)c(C)c1 (centres undefined) | -1 | -4 | 4 | 0.7 | 3 | -16 | 9 | 1 | 5 | 12
CCC(=O)N1CCc2cc(OC)c(OC)cc2C1COc1ccccc1OC (centres undefined) | -6 | 18 | 2 | -1.0 | 10 | -28 | 24 | 6 | 5 | 10
Cc1cc(C)c(N(C(=O)c2csnn2)C(C(=O)NC(C)(C)C)c2ccncc2)c(C)c1 (centres undefined) | 6 | 0 | -1 | -0.6 | 0 | -29 | 23 | -5 | 16 | 1
Cc1ccc(N(C(=O)CNC(=O)c2ccco2)C(C(=O)NC2CCCC2)c2ccncc2)c(C)c1 (centres undefined) | -3 | 17 | 2 | 1.9 | -6 | 2 | 7 | -1 | 18 | 2
C/C(=N\NC(=O)NC1CCCCC1)c1ccc(Cl)s1 | -3 | 1 | -6 | -7.2 | -1 | -10 | -3 | 5 | -2 | 41
Cc1ccc2nc(-c3ccc(NC(=O)CCS(=O)(=O)c4ccccc4)cc3)sc2c1 | 13 | 13 | -3 | -3.0 | -7 | -181 | 29 | 3 | -7 | 62*
COc1ccc(Cn2c(=S)[nH]c3ccccc32)cc1 | -8 | 9 | -1 | 0.3 | 3 | -18 | 17 | 1 | 6 | 11
CCOC(=O)C(NC(C)=O)(Nc1cccc(F)c1)C(F)(F)F (centres undefined) | 7 | 9 | 2 | -0.1 | 9 | -3 | 23 | -2 | 3 | -26
CCCc1[nH][nH]c(=O)c1C(c1ccccc1)C(C#N)C#N (centres undefined) | 0 | 16 | 3 | -0.2 | -1 | 5 | 11 | 0 | 7 | 1
CCOC(=O)C1CCCN(C(=O)c2cc3cc(F)ccc3[nH]2)C1 (centres undefined) | 1 | 0 | -4 | -12 | 0 | 1 | 3 | -1 | 1 | -44
CCOC(=O)N1CCN(C(=O)COc2ccc(S(=O)(=O)NCc3ccccc3)cc2)CC1 | -8 | 2 | 2 | 0.3 | -2 | -23 | 10 | 5 | 2 | -5
Cc1ccc(-c2nnn(CC(=O)N3CCCCC3)n2)o1 | 12 | 9 | -6 | 1.4 | -5 | -75 | 3 | -1 | 3 | -26
COc1ccccc1C(=O)NCCC(=O)NCC(c1ccco1)N1CCCCC1 (centres undefined) | -1 | 5 | nt | -0.2 | nt | nt | 21 | -1 | -1 | 1
CCSc1nc2sccc2c(=O)n1-c1ccccc1 | 0 | 2 | -2 | -1.4 | -5 | -6 | 32 | -5 | -4 | 26
O=C(CSc1nc2ccccc2c(=O)n1Cc1ccccc1)NCc1ccco1 | 2 | 3 | -2 | -0.9 | -7 | 9 | 14 | -3 | 2 | -9
CCCn1nc(NC(=O)c2cccs2)c2cc3ccc(C)cc3nc21 | 3 | 7 | 4 | 0.2 | 7 | -44 | 2 | -7 | 5 | -57
CCn1c(=O)c(C(=O)Nc2ccsc2C(=O)OC)c(O)c2ccccc21 | -9 | 0 | -2 | 0.0 | -2 | -12 | 5 | 10 | 9 | -65
COC(=O)c1ccccc1NC(=O)c1ccc2nccnc2c1 | 10 | 6 | -8 | 1.4 | -3 | -26 | -2 | 10 | -5 | 15
Carrying on:
SMILES | SKKanGAS inh | HSF1 activator | HSP90 inh | HIF act | IEC-6 cytotox | KLF5 inhibitor | AI-2 QS modul | Platelet DG rel | HSF1 inhib | aSyn 5UTR inh
CCN1CCN(C(=O)CN(c2ccccc2C)S(C)(=O)=O)CC1 | -1 | 0 | 0 | -0.2 | -3 | 0 | -4 | 1 | 8 | 28
Cc1ccc(S(=O)(=O)N2CCC(C(=O)N[C@@H](C)C(=O)NC3CCS(=O)(=O)C3)CC2)cc1 (some centres undefined) | 4 | -11 | -3 | 0.8 | -8 | -8 | 19 | -1 | -8 | -3
Cc1c(Cl)cccc1NC(=O)CS(=O)(=O)c1ccccc1 | -5 | -55 | 0 | 0.7 | 1 | -20 | 25 | 4 | -47 | 11
COCCNC(=S)NNC(=O)c1ccco1 | 0 | -6 | -4 | 0.4 | 3 | -37 | 12 | 9 | -8 | 10

High-throughput results deposited in PubChem by several laboratories.
